Screening data deposited in PubChem BioAssay by National Center for Advancing Translational Sciences (NCATS).
CXXC DNA block = inhibitors of human MLL CXXC domain-DNA interaction; Potency, µM (titrated, usually from 115 µM), for the others: top-dose activity change, negative = inhibition, usual class: inhibitors; AID 2662; MLL-CXXC / FITC-HOXA9 DNA fluorescence polarization; Q03164; 0.037% of 290,000 active; active means well fitted inhibition curve with a large enough effect in the polarisation, with a control signal flat, not every such curve was filed as active; inconclusive means small, poorly fitted or top-dose-only effect, or effect the other way, or a change in a side signal; inactive means no such curve, though single readings can be large or run the other way; the % refers to the polarisation
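Purified MLL-CXXC (added from a 7 uM solution) was preincubated 5 min at ambient with pinned compounds in 50 mM Tris-HCl pH 7.5, 50 mM NaCl, 1 mM DTT, 0.05% BSA. Fluorescein-labeled HOX-A9 DNA (50 nM solution) followed, 30 min, then polarization read.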
p53 reactivation = re-activators of mutant p53; H1299 p53-A138V BP100-luciferase reporter, luminescence, 24 h; AID 504706; 0.063% of 320,000 active; Potency, µM (doses to about 92.2 µM), for the others: at the highest dose activity change, positive = activation, usual class: activators; further: % of control where 0% means no effect; nearly all actives have a fitted effect of over 45% in size
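p53-null H1299 cells stably carrying temperature-sensitive p53-A138V and a BP100-luciferase reporter were pinned with compounds (4-point, 1:5 series) and held 24 hrs at 37 deg C. Luminescence was read 10 min after detection reagent.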
FLuc modulator = counter-screen for miR-21 project: firefly luciferase inhibitors or activators | P08659 | purified FLuc, Km substrates, luminescence inhibition | Potency, µM (doses to about 57.5 µM), without a hit: at the highest dose activity change, negative = inhibition, actives largely listed as inhibitors | 6.9% of 360,000 active | AID 588342;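 further: plate controls were vehicle for no effect and reference inhibitor for full effect; nearly all actives have a fitted effect of over 55% in size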
Target sequence (P08659 whole entry, looked up): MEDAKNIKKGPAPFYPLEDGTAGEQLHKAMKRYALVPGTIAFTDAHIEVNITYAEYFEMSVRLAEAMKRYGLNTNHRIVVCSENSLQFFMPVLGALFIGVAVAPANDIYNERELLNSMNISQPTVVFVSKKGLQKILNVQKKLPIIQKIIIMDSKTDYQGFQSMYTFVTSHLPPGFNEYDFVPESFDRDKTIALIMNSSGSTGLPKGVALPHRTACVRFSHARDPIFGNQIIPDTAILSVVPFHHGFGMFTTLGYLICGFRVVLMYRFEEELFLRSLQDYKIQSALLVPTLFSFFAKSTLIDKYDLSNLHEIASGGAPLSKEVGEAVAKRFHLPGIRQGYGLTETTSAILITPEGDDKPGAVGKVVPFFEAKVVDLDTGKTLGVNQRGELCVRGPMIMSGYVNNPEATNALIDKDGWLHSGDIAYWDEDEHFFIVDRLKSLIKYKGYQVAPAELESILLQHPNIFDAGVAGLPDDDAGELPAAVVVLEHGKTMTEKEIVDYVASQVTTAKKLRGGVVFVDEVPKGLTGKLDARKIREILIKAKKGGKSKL
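Biochemical qHTS of compounds, final roughly 60 µM downward over six points, against 10 nM purified firefly luciferase using Km concentrations of substrates (10 uM D-luciferin, 10 uM ATP) in Tris acetate pH 7.5 buffer; luminescence output.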
VP16 counter = counter-screen for ROR gamma inhibitors: Gal4-VP16 reporter | Drosophila S2 Gal4-VP16 UAS-luciferase, luminescence, 20 h | 3.5% of 310,000 active | AID 2546 | Potency, µM (doses to about 53.6 µM), inactives show at the top dose activity, negative = inhibition, hits mostly inhibitors;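 further: Gal4-VP16 expression switched on by copper sulfate through the metallothionein promoter; on the % scale 0 is the no-effect control and ±100 the full control effect; nearly all actives have a fitted effect of over 50% in size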
ELG1 genotox = genotoxicity induction in ELG1-luciferase HEK293T cells; HEK293T ELG1-luciferase reporter, luminescence, 16 h; Potency, µM (titrated, usually from 46 µM), for the others: top-dose activity change, positive = activation, actives largely listed as activators; AID 504466; 1.3% of 330,000 active; further: % of control where 0% means no effect; nearly all actives have a fitted effect of over 60% in size
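Quantitative HTS format in 1536-well plates. HEK293T ELG1-luciferase reporter cells receive test compound and are incubated 16 hr at 37 °C, 5% CO2; ONE-Glo added, 30 min room temperature, then luminescence read.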
BRCA1 expr up = activators of BRCA1 expression. MCF7-BRCA1-FFLuc reporter, luminescence, 48 h; response scale: scaled: vehicle 0%, 10 µM genistein 100%. Potency, µM (titrated, usually from 46.1 µM), for the others: at the highest dose activation, hits mostly activators. 1.1% of 380,000 active. AID 624202; further: nearly all actives have a fitted effect of over 80% in size; some results filed as inactive show a strong effect at the top dose
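MCF7-BRCA1-FFLuc cells, 2000/well in phenol-red-free MEM, attached 2 h then treated 48 h at 37 C. Luciferase luminescence read 15 min after reagent; normalized to genistein maximum activation (10microM) and DMSO, concentration-response fitted.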
Rab9 promoter act = Rab9 promoter activation | Huh7 Rab9 promoter-luciferase reporter, luminescence, 24 h | Potency, µM (doses to about 9.22 µM), for the others: top-dose activation, negative = inhibition, usual class: activators | 2.8% of 320,000 active; further: % of control where 0% means no effect; nearly all actives have a fitted effect of over 60% in size
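Using Huh7 cells stably transfected with Rab9 promoter–luciferase, compounds were incubated 24 h at 37 °C, 5% CO2; luciferase luminescence was read 10 min after reagent addition.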
NPC1 promoter act = NPC1 promoter activation; Huh7 NPC1 promoter luciferase reporter, 24 h; Potency, µM (top dose mostly 9.22 µM), for the others: at the highest dose activation, usual class: activators; 2.4% of 320,000 active;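 further: % of control where 0% means no effect; nearly all actives have a fitted effect of over 60% in size; reporter is driven by a mutant NPC1 promoter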
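Huh7 cells stably carrying NPC1 promoter–luciferase, plated in Opti-MEM with 10% FBS for 2 h, were exposed to compound in DMSO for 24 h at 37 °C; luciferase reagent was added for 10 min and luminescence read.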
MBNL1 CUG block = blocks human MBNL1 binding to CUG repeat RNA. Potency, µM (doses to about 57.5 µM), without a hit: top-dose activity change, negative = inhibition, usual class: inhibitors. AID 2675. 0.036% of 280,000 active. TR-FRET MBNL1-His/biotin-(CUG)12 binding, 665/545 ratio. Q9NR56; active means well fitted inhibition curve with a large enough effect in the signal ratio, with a control signal flat, not every such curve was filed as active; inconclusive means small, poorly fitted or top-dose-only effect, or effect the other way, or a change in a side signal; inactive means no such curve, though single readings can be large or run the other way; the % refers to the signal ratio; further: on the % scale 0 is the no-effect control and ±100 the full control effect
Target sequence (Q9NR56 whole entry, looked up): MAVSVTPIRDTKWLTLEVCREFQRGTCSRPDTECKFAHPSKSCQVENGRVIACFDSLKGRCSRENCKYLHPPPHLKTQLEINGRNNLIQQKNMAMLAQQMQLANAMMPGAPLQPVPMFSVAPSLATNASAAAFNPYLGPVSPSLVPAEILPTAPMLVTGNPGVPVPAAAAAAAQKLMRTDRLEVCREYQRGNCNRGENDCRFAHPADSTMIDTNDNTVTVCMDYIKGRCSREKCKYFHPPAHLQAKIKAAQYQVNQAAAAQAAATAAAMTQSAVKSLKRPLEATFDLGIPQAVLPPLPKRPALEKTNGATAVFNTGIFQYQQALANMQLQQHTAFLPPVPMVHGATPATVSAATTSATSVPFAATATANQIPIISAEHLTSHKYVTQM
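Compounds (final 92 nM to 58 uM) are added to His-tagged MBNL1 and biotin-(CUG)12, then terbium anti-His antibody and streptavidin-XL665 (5 nM final). After 60 min at room temperature, the 665/545 nm ratio is read.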
uPA generation = cell surface uPA generation inhibition; cell surface uPA generation assay, qHTS; Potency, µM (series often up to 38.3 µM), for the others: top-dose activity change, negative = inhibition, actives largely listed as inhibitors; 0.31% of 330,000 active; AID 540303; active means well fitted inhibition curve with a large enough effect; inconclusive means small, poorly fitted or top-dose-only effect; inactive means no such curve, though single readings can be large or run the other way; tested in mouse RAW 264.7 cells; further: on the % scale 0 is the no-effect control and ±100 the full control effect; nearly all actives have a fitted effect of over 55% in size
RORg inh = inhibitors of mouse ROR gamma transcriptional activity; Drosophila S2 Gal4-RORgamma UAS-luciferase reporter, 20 h; P51450; Potency, µM (doses to about 53.6 µM), without a hit: top-dose activity change, negative = inhibition, actives largely listed as inhibitors; 5.4% of 310,000 active; further: on the % scale 0 is the no-effect control and ±100 the full control effect; nearly all actives have a fitted effect of over 60% in size
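Using a luciferase readout, inhibitors were identified by reduced reporter activity in Drosophila cells coexpressing a copper-inducible Gal4–ROR gamma fusion and UAS-driven Photinus luciferase, incubated 20 hr after 700 uM copper sulfate.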
Active calls of the source: *; ? = inconclusive; · = not tested or not shown; [ ] = another dose, or the depositor's remark. Unless noted, the call rests on the fitted dose curve; in most records, active means well fitted curve in the direction sought with a large enough effect; inconclusive means small, poorly fitted or top-dose-only effect, or another doubt; inactive means no such curve, though single readings can be large; an effect the other way counts as inactive or inconclusive. Potency means the concentration at half of the fitted maximal effect.

SMILES | CXXC DNA block | p53 reactivation | FLuc modulator | VP16 counter | ELG1 genotox | BRCA1 expr up | Rab9 promoter act | NPC1 promoter act | MBNL1 CUG block | uPA generation | RORg inh
C(=N\N(c1ccccc1)c1ccccc1)/c1ccc(N2CCOCC2)s1 | 6% | 7% | ? | -3% | 0% | -16% | -5% | 0% | -8% | 1% | 14%
COc1ccc(C2CC(c3ccc(C)cc3)Nc3nc(N)nn32)cc1 (stereo not given) | -1% | -2% | -3% | -4% | 2% | -2% | 3% | 11% | -3% | -1% | 0%[10 µM]
CSc1ccc(/C=C/c2cc(=O)c3ccccc3[nH]2)cc1 | 3% | 9% | ? | -4% | 13% | -47% | ? | 15% | ? | -3% | ?
COc1cc(/C=N/N=C(\N)c2nonc2N)cc(OC)c1OC | 10% | 8% | ? | 16% | ? | -1% | 0% | -1% | 3% | 3% | 19%
Cc1csc(SCC(=O)Nc2oc(C)c3c(C)n[nH]c(=O)c23)n1 | · | 0% | 0% | · | -2% | -24% | 1% | -4% | · | -8% | ·
O=C(Nc1cc(S(=O)(=O)N2CCOCC2)ccc1N1CCCC1)c1cc(=O)[nH]c2ccccc12 | -13% | -5% | 0% | 2% | -4% | 0% | -1% | 0% | -1% | -1% | -9%
CCCc1c(C(=O)N/N=C(\C)CCc2ccc(OC)cc2)nnn1-c1nonc1N | 0% | -5% | 3% | -18% | 3% | -3% | 2% | 0% | -4% | -6% | ?
Cc1ccc(/C=N/NC(=O)CCSc2ccccc2)cc1 | 14% | 16% | -17% | -24% | 1% | 1% | 0% | -1% | · | -16% | -11%
C=CCN(Cc1cccc(OC)c1OC)C(=O)Oc1ccccc1 | · | 3% | 3% | · | -4% | -6% | -7% | -2% | · | 3% | ·
O=C(CN(CCc1ccccc1)S(=O)(=O)c1ccc(Br)cc1)N/N=C/c1ccc2c(c1)OCO2 | 0% | -7% | 2% | -19% | 3% | -21% | -2% | 0% | 6% | -1% | -4%
O=c1ccc2c(-c3ccccc3S(=O)(=O)O)c3ccc(O)c(O)c3oc-2c1O | · | -19% | 13µM* | · | -5% | -47% | -12% | -8% | · | -15% | ·
Cc1ccc(NC(=O)CSc2nc3ccccc3c(=O)n2CC2CCCO2)cc1 (stereo not given) | 10% | 5% | 8% | 0% | 8% | 1% | -1% | -3% | -6% | 8% | 27%
Cc1cc(N/N=C/c2cccc([N+](=O)[O-])c2)nc(-n2nc(C)cc2C)n1 | -1% | 1% | -2% | 1µM* | 6% | -11% | -13% | 0% | · | 7% | 0.11µM*
Cc1nn(-c2ccccc2)c(C)c1C(=O)N1CCN(S(=O)(=O)c2ccccc2)CC1 | · | -1% | 4% | · | 0% | -18% | -2% | -2% | · | 25% | ·
Cc1cc2c(NC(=O)Nc3ccc(C(C)(C)C)cc3)cccc2nn1 | -11% | 1% | 12µM* | -15% | -6% | -9% | -8% | -2% | 18% | -4% | 37%
Cn1c(-c2ccc(F)cc2)cnc1SCC(=O)NNC(=O)Cc1ccccc1 | 2% | 0% | -9% | 1% | -3% | -19% | 10% | -3% | -14% | 3% | -1%
CCCCC(CC)C(=O)Nc1ccc(Nc2ccccc2)cc1 (stereo not given) | 2% | -3% | 3% | ? | 0% | -47% | -2% | -4% | · | 7% | ?
Cc1cc(C)n(-c2nc3ccccc3c(=O)n2OCC(C)C)n1 | 0% | 2% | 2% | 2% | -5% | 3% | 0% | -2% | 0% | -3% | ?
CC(=O)Nc1cccc(C(=O)N/N=C/c2ccccc2F)c1 | 13% | 54% | 1.3µM* | -15% | 7.3µM* | ? | 0.79µM* | 3.2µM* | · | -12% | -9%
Nc1nc(-c2ccccc2)nc2sc3c(c12)CCCC3 | 1% | ? | 0.27µM* | -27% | 4.1µM* | -54% | 1.8µM* | 2.2µM* | 4% | -9% | ?
CCOC(=O)c1c(COc2ccccc2)oc2ccc(O)cc12 | -4% | -4% | -2% | -3% | 1% | -1% | 2% | -3% | -3% | 7% | 3%
Cc1nn(-c2cccc(Cl)c2)c2nc(C(F)(F)F)[nH]c(=O)c12 | 5% | ? | 10% | -3% | -11% | -88%[inhibitor] | -3% | -4% | -11% | -12% | 22%
O=C(NCCNc1ccccc1[N+](=O)[O-])c1ccccc1F | 5% | · | ? | -5% | 11% | ? | ? | ? | ? | ? | 20%
CSc1ccc(-c2nc3cnccn3c2Nc2ccc3c(c2)OCO3)cc1 | -1% | 5% | 19µM* | 11% | -1% | -57% | -4% | 0% | 14% | -8% | 4%
Cc1cccc(N(Cc2cc3cc(C)ccc3[nH]c2=O)C(=O)c2cccs2)c1 | 3% | -2% | -3% | 2% | -9% | -4% | -13% | 1% | -3% | 1% | 21%

A few values from above:
Result of `CSc1ccc(-c2nc3cnccn3c2Nc2ccc3c(c2)OCO3)cc1` under ELG1 genotox: -1%
Result of `Cc1ccc(NC(=O)CSc2nc3ccccc3c(=O)n2CC2CCCO2)cc1` (stereo not given) under MBNL1 CUG block: -6%
Result of `Cc1cc(N/N=C/c2cccc([N+](=O)[O-])c2)nc(-n2nc(C)cc2C)n1` under FLuc modulator: -2%
Result of `COc1cc(/C=N/N=C(\N)c2nonc2N)cc(OC)c1OC` under MBNL1 CUG block: 3%
Result of `Cn1c(-c2ccc(F)cc2)cnc1SCC(=O)NNC(=O)Cc1ccccc1` under NPC1 promoter act: -3%

Additional compounds
SMILES | CXXC DNA block | p53 reactivation | FLuc modulator | VP16 counter | ELG1 genotox | BRCA1 expr up | Rab9 promoter act | NPC1 promoter act | MBNL1 CUG block | uPA generation | RORg inh
Cc1ccc(N(C(=O)CCCC(=O)Nc2ccccn2)C(C(=O)NC2CCCC2)c2ccc(O)cc2)cc1C (stereo not given) | 32%[activator] | ? | 3% | -6% | ? | -36% | -2% | -1% | -1% | 8% | 22%
O=[N+]([O-])c1cccc(/C=C/c2ccccn2)c1 | -7% | 21% | 13µM* | 27% | 8% | 8% | ? | ? | ? | -12% | ?
Cc1cc2ccccc2n2c(SCC(=O)NCc3cccs3)nnc12 | 9% | 5% | 3% | 17% | 1% | -2% | 0% | 0% | 6% | -4% | 15%
O=C(Cc1cn2ccsc2n1)Nc1ccccn1 | 7% | 5% | -2% | 13% | 2% | 24% | 1% | 0% | -1% | 9% | 16%
CC(C)C(NC(=O)c1c(F)cccc1F)C(=O)N1CCN(S(=O)(=O)c2ccc(F)cc2)CC1 (stereo not given) | · | 10% | · | · | 1% | -7% | 3% | 1% | · | -10% | ·
O=C(NC1CCCCC1)C(c1cccnc1)N(C(=O)c1csnn1)c1ccc(F)cc1 (stereo not given) | 26% | 1% | 2% | 1% | 1% | -7% | 6% | -2% | -1% | -2% | 0%
O=C(Nc1ccc2c(c1)OCCO2)c1ccc(Cl)c(S(=O)(=O)N2CCCCC2)c1 | 8% | 24% | 13µM* | 1% | -3% | -59% | -3% | 13% | -2% | -4% | 28%
Cc1ccc2cc3cc(C(=O)NC4CCCCC4)oc3nc2c1 | 2% | 22% | ? | ? | -4% | 4µM* | ? | ? | 8% | 7% | 0.56µM*
Cc1ccccc1NC(=O)COC(=O)c1ccc2nc(C)c(C)nc2c1 | · | 2% | · | · | 0% | -35% | -4% | 1% | · | -1% | ·
CCCCn1c(CNC(=O)C23CC4CC(CC(C4)C2)C3)nnc1SCC(=O)Nc1nnc(C)s1 | -1% | 4% | 4% | -12% | -4% | -2% | 0% | -2% | -10% | -25% | -10%
O=c1c2ccccc2oc2ccc(NCCCN3CCOCC3)cc12 | 22% | 16% | 8.5µM* | -21% | ? | ? | 2.8µM* | 2.8µM* | ? | ? | ?
CCCCN1C=C(C(=O)OC)C(c2ccccc2C(F)(F)F)C(C(=O)OC)=C1 | 4% | 1% | 15% | 2% | -4% | 0% | -5% | 0% | 3% | 6% | -2%

3 entries from above, ordered by SMILES length, descending:
SMILES | CXXC DNA block | p53 reactivation | FLuc modulator | VP16 counter | ELG1 genotox | BRCA1 expr up | Rab9 promoter act | NPC1 promoter act | MBNL1 CUG block | uPA generation | RORg inh
O=C(Nc1ccc2c(c1)OCCO2)c1ccc(Cl)c(S(=O)(=O)N2CCCCC2)c1 | 8% | 24% | 13µM* | 1% | -3% | -59% | -3% | 13% | -2% | -4% | 28%
Cc1cc2ccccc2n2c(SCC(=O)NCc3cccs3)nnc12 | 9% | 5% | 3% | 17% | 1% | -2% | 0% | 0% | 6% | -4% | 15%
O=C(Cc1cn2ccsc2n1)Nc1ccccn1 | 7% | 5% | -2% | 13% | 2% | 24% | 1% | 0% | -1% | 9% | 16%

A portion of the library; rates above refer to the full screens.
